T cell HTS: modulates CD8 T cell binding to vesicles | 2C CD8+ T cell-vesicle binding, flow cytometry; active compounds read low | calls only at 7 µM | 0.068% of 330,000 active | AID 2052;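 active = response, share of CD8 T cells binding vesicles, and their 90th percentile fluorescence all below set limits, cut at about 80% in these data, passing the limit was not always enough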
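Also added: QL9-peptide-loaded Drosophila micro-vesicles bearing Ld, ICAM-1 and B7-1; Test system: purified 2C TCR transgenic mouse naive CD8+ T cells; Measured by: cytometric PE anti-B7-1 and Alexa647 anti-CD8 signals after 1% paraformaldehyde fixation; Timing: binding step 1.5 h, 37 °C, antibody labelling 20 min, ice.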
NTR1 ag: NTR1-driven beta-arrestin-GFP spot formation – imaging, U2OS cells, high content, primary screen (AID 493036) | agonist mode | activation, % at 20 µM | P30989 | 0.17% of 330,000 active;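 active = activation at or above 40% of the spot to cytoplasm intensity ratio, with at least 20 cells analyzed; inconclusive = wells under 20 cells, flagged as cytotoxic or low count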;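 also: 0% = DMSO without peptide and 100% = 100 nM NTR1 peptide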
Target sequence (P30989 whole entry, looked up): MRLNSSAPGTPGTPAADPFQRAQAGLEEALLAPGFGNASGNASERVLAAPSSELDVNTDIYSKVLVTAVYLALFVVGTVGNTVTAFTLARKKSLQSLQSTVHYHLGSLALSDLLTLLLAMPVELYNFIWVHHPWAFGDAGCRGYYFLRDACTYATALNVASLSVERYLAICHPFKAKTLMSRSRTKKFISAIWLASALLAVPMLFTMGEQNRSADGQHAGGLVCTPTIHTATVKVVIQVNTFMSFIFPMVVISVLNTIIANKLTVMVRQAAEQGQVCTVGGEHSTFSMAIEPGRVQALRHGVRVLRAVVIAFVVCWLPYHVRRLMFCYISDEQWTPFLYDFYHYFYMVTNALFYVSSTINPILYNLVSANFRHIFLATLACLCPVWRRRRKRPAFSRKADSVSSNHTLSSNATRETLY
MgcRacGAP inhibition: MgcRacGAP GTPase-activating activity inhibitors, confirmation, biochemical, ADP Hunter fluorescence. MgcRacGAP-stimulated Rac1 GTP hydrolysis, ADP Hunter fluorescence; higher % means a stronger effect; GST-tagged Rac1 F28L mutant substrate. 0.6% of 340,000 active. inhibition, % at 30 µM, or IC50 in µM where a hit was titrated;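 active = first-screen hits whose inhibition reached a set limit at any dose in the follow-up dose series; inconclusive = inhibition above the set first-screen limit but never retested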;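 also: fluorescence reports GDP produced by GAP-driven GTP hydrolysis; strong numbers were not always called active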
UTI89 phage lysis: protection from phage-mediated lysis, alamar blue read-out – E. coli UTI89, K1F phage, bacterial capsule biogenesis inhibitors (AID 488966). one-dose inhibition, % at 100 µM; IC50 in µM for titrated hits. E. coli UTI89 K1F phage lysis, alamar blue, 2 h; higher % means a stronger effect. 0.02% of 340,000 active;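 active = phage lysis inhibition, versus mean bacterial control, above a set limit; inconclusive = no clear call, values can overlap the other calls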;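 also: capsule biogenesis inhibitors block K1F phage lysis so surviving cells raise fluorescence; higher fluorescence means more inhibition of phage lysis; actives were called in the ten point dose series up to 300 µM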
RSV CPE inhibition: inhibition of RSV-induced cytopathic effect – HEp-2 cells, primary 10 µM value included (AID 2391); HEp-2 cells, RSV-induced CPE inhibition; higher % means a stronger effect; CPE inhibition, % at 10 µM; hits with a dose series show IC50 in µM; 0.13% of 310,000 active; in the data active = a potency from the dose series; inconclusive = CPE inhibition mostly from about 23% at the one dose, without a potency; inactive = the rest, 99 in 100 with CPE inhibition below about 21%; also: strong numbers were not always called active
West Nile antiviral: West Nile virus antiviral activity, cell-based, CPE readout (AID 1621); West Nile virus-infected cells, CPE inhibition; higher % means a stronger effect; CPE inhibition, % at 10 µM; hits with a dose series show IC50 in µM; 0.02% of 290,000 active; in the data active = a potency from the dose series; inconclusive = CPE inhibition mostly from about 3.7% at the one dose, without a potency; inactive = the rest, 99 in 100 with CPE inhibition below about 2.2%; also: strong numbers were not always called active
PhoP inhibition: inhibitors of PhoP regulon expression, primary screen, Salmonella Typhimurium, GFP reporter (AID 1863). S. Typhimurium PhoP-regulated promoter GFP reporter, 4 h; higher % means a stronger effect. inhibition, % at 50 µM; hits with a dose series show IC50 in µM. 0.16% of 300,000 active;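 active = inhibition over 29.93%, a cutoff 3 SD above the screen mean, later confirmed by dose response; inconclusive = inhibition over 29.93% but no dose response follow-up; inactive = inhibition at most 29.93% or unconfirmed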;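 also: 0% = low Mg2+ inducing control and 100% = high Mg2+ repressing control; strong numbers were not always called active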
SV40 large T antigen: SV40 large T antigen inhibitors, biochemical (AID 1903). SV40 large T antigen ATPase/helicase inhibition assay; higher % means a stronger effect. one-dose inhibition, % at 20 µM; IC50 in µM for titrated hits. 0.39% of 310,000 active; in the data active = a potency from the dose series; inconclusive = inhibition mostly from about 32% at the one dose, without a potency; inactive = the rest, 99 in 100 with inhibition below about 32%; also: strong numbers were not always called active
NS5 inhibitors: flavivirus cap methylation enzyme inhibition – biochemical, confirmation dose response, primary screen (AID 588689). Dengue-2 NS5 methyltransferase capping enzyme assay, biochemical; higher % means a stronger effect. inhibition, % at 25 µM, or IC50 in µM where a hit was titrated. 0.3% of 340,000 active; in the data active = a potency from the dose series; inconclusive = inhibition above about 29% without an active follow-up result
T cell HTS vesicle-bound %: recorded beside T cell HTS, whose call it bears; double positive events, %; measured here: CD8+ vesicle-bound cell fraction;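 binding gate set so that unloaded-vesicle control wells show 10% double positive cells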
NTR1 ag cell count 20 µM: further read-out of NTR1 ag, marked with its call; cell count; measured here: cell count, cytotoxicity flag
NS5 inhibitors pilot replicate: further read-out of NS5 inhibitors, marked with its call; inhibition, %; measured here: pilot screen replicate inhibition
Active calls of the source: *; i = inactive; ? = inconclusive; . = not tested or not shown; [ ] = another dose, or the depositor's remark.

SMILES	T cell HTS	T cell HTS vesicle-bound %	NTR1 ag	NTR1 ag cell count 20 µM	MgcRacGAP inhibition	UTI89 phage lysis	RSV CPE inhibition	West Nile antiviral	PhoP inhibition	SV40 large T antigen	NS5 inhibitors	others
COc1ccccc1N(CC(=O)Nc1ccc2c(c1)OCO2)S(=O)(=O)c1ccccc1	i	23	-1.9	89	5%	-0.2%	1.8%	0.1%	-15%	5%	-4%
CCc1ccc(-n2nnnc2SCC(=O)NNC(=O)c2ccco2)cc1	i	16	-0.4	36	6%	0.8%	1.2%	0.1%	-14%	13%	0%
Cn1c(NC(=O)c2ccc(Cl)cc2)cc(=O)n(C)c1=O	i	49	-0.5	85	8%	0.3%	1.3%	0.3%	4%	4%	-1%
CCOc1cc(N2CCOCC2)c(OCC)cc1NC(=O)CN1CCC(Cc2ccccc2)CC1	i	54	5.6	87	2%	0.3%	7.1%	-0.5%	-5%	14%	12%
Cc1c(NC(=O)COC(=O)CCc2c[nH]c3ccccc23)c(=O)n(-c2ccccc2)n1C	i	65	1.8	74	6%	0.3%	0.2%	-0.2%	-7%	6%	6%
CCCCNCC1CCCO1 (centres undefined)	i	28	.	.	5%	0.7%[50 µM]	0.2%	0.5%	-1%	5%	-1%
O=C(COc1ccc(S(=O)(=O)NC2CCCCC2)cc1)NC1CCCCC1	i	40	1.7	39	9%	0.5%	0.2%	-0.5%	-3%	5%	.
N/C(=N\OC(=O)c1ccccc1Cl)c1cccc([N+](=O)[O-])c1	i	42	-0.4	77	9%	-0.5%	1.0%	-0.5%	-3%	12%	-11%
CCOC(=O)c1cnc2ccc(OCC)cc2c1NCc1ccccc1	i	37	20	45	5%	4.2%[50 µM]	9.5%	?	29%	22%	2%
CCCOc1ccc2c3c(c(=O)oc2c1OCCC)CCCC3	i	53	7.8	51	5%	-0.2%	39%	-0.4%	14%	10%	-2%
CC(Nc1ccc(Br)cn1)c1cc(Cl)ccc1O (centres undefined)	.	.	.	.	17%	-0.7%	.	.	33%	10%	2%
O=C(CNC(=O)c1cccc(F)c1)NC1CC1	i	17	-1.6	76	5%	-2.0%	.	.	.	.	-5%
Oc1ccc(N=Nc2ccc3c(c2)OCCO3)c(O)c1	i	41	-1.5	65	17%	0.2%	10%	-0.1%	3%	18%	6%
OCc1cccc[n+]1Cc1ccccc1	i	50	-0.3	46	0%	0.7%	1.6%	.	.	3%	5%
CCN1CCN(c2ncc3c(n2)CC(c2ccc(OC)c(OC)c2)CC3=O)CC1 (centres undefined)	i	22	-1.2	88	4%	0.0%	0.4%	-1.2%	5%	1%	-4%
NNc1nc(Nc2ccc([N+](=O)[O-])cc2)nc(N2CCCCCC2)n1	i	54	7.6	53	9%	0.9%	0.7%	0.1%	3%	5%	-1%
O=S(=O)(c1ccccc1)N1CCN(Cc2ccc(Cl)cc2)CC1	i	12	1.9	52	11%	0.3%	5.6%	-0.9%	2%	10%	-10%
O=C(Cn1cnc([N+](=O)[O-])c1)Nc1ccccc1C(F)(F)F	i	32	2.4	63	5%	-0.1%	0.0%	-0.8%	2%	15%	-6%
CCOc1ccc(N(CC)C(=O)COc2cc(=O)n(C)c3ccccc23)cc1	i	64	4.4	57	10%	4.3%	2.6%	-0.7%	3%	4%	-6%
CCCN1CNC(=S)N(c2ccc(C(=O)OCC)cc2)C1	i	49	0.0	68	7%	0.0%	-0.6%	-0.4%	23%	25%	-3%
Cc1ccc(NC(=O)CSc2nc3c(c(=O)[nH]2)CN(Cc2ccc(F)cc2)CC3)cc1C	i	14	3.9	38	10%	1.4%[50 µM]	0.2%	1.2%	8%	8%	-4%
CC(C)(C)c1ccc(S(=O)(=O)NCC(=O)Nc2ccc(-c3nc4ccccc4s3)cc2)cc1	i	49	10	51	5%	1.1%	1.5%	-0.3%	0%	16%	5%
COc1ccc(-c2nn(-c3ccccc3)cc2C(=O)Nc2nccs2)cc1	i	22	0.7	62	-9%	0.0%	13%	1.8%	1%	2%	-3%
O=C(COC(=O)c1cc([N+](=O)[O-])ccc1N1CCOCC1)NC1CCCCC1	i	45	-0.7	66	-2%	1.5%[50 µM]	-2.5%	.	3%	4%	9%
Cc1nn(-c2ccccc2)c(C)c1CNC(=O)c1ccc(S(=O)(=O)NCc2ccco2)cc1	i	46	1.7	53	-13%	1.5%	.	.	.	.	-7%
Cc1c(Cl)cnn1CC(=O)NC1C(=O)N2C(C(=O)O)=C(CSc3nnnn3C)CSC12 (centres undefined)	i	6	0.1	35	22%	1.3%	3.2%	0.4%	-1%	7%	1%
CCOC(=O)c1c(C)[nH]c(C)c1C(=O)COC(=O)c1ccc(O)cc1	i	24	0.4	59	8%	2.0%	0.5%	0.7%	2%	18%	-3%
N#Cc1ccccc1CCN1C(=O)c2ccccc2C1=O	i	10	1.2	54	8%	1.6%	1.8%	-0.6%	-2%	-2%	2%	NS5 inhibitors pilot replicate=-0.3
CNc1cnn(-c2ccccc2)c(=O)c1Cl	i	54	4.2	83	9%	-0.3%	0.7%	-0.1%	14%	8%	-2%
COc1ccc(C(=O)C(C)OC(=O)COc2ccccc2)cc1 (centres undefined)	i	25	0.8	61	4%	0.7%[50 µM]	.	.	.	.	3%
Cc1nc(Nc2ccccc2)[nH]c(=O)c1CCC(C)C	i	36	3.1	103	3%	-0.3%	?	-1.1%	-10%	2%	-5%	NS5 inhibitors pilot replicate=-5.8
CCOc1ccccc1C(=O)NC(CO)C(=O)O (centres undefined)	i	35	4.9	54	3%	0.6%	-0.9%	0.6%	-4%	20%	-1%
CCCC(=O)NC(c1cccs1)c1cc(Cl)c2cccnc2c1O (centres undefined)	i	28	2.2	34	8%	0.2%	1.3%	?	-6%	6%	-2%
O=C(NC1CCS(=O)(=O)C1)c1ccc(S(=O)(=O)NCC2CCCO2)cc1 (centres undefined)	i	42	0.7	65	5%	0.7%	0.8%	-0.1%	-2%	2%	-4%
CS(=O)(=O)Nc1cccc(C2=NN(C(=O)c3ccccc3Cl)C(c3ccccc3O)C2)c1 (centres undefined)	i	46	-0.1	52	6%	-1.1%	17%	0.2%	1%	7%	-2%
COc1ccc(CNC(=S)Nc2ccc(F)c(Cl)c2)cc1OC	i	6	1.5	45	7%	0.6%	4.5%	-0.5%	0%	7%	-9%
COc1ccc(Cc2n[nH]c(=S)n2NC(=O)Nc2ccc(Cl)c(Cl)c2)cc1	i	12	12	56	14%	0.2%	11%	-0.2%	-6%	-5%	-7%
NS(=O)(=O)c1ccc(NC(=O)CSc2nnc(C3CC3)n2C2CC2)cc1	i	39	0.3	63	0%	0.2%[50 µM]	0.2%	.	.	.	-5%
CCCCn1cc(C(=O)c2cc(Br)ccc2O)cc(C#N)c1=O	i	19	-0.3	58	8%	0.8%	2.7%	0.4%	-6%	16%	-6%
O=C(c1cn(-c2ccccc2)nc1-c1cccc([N+](=O)[O-])c1)N1CCCCC1	i	34	3.8	92	5%	-0.2%	0.8%	-0.8%	8%	-2%	-8%
O=C(Nc1ccc(NC(=O)c2ccco2)cc1)c1cnccn1	i	53	-0.6	34	12%	0.1%	-0.4%	-0.3%	-2%	-4%	-3%
FC(F)(F)c1ccc(Cl)c(-n2c(-c3cc(-c4ccco4)[nH]n3)n[nH]c2=S)c1	i	20	-0.1	44	15%	-1.6%	0.7%	-0.1%	-10%	75%	9%
COc1ccc(C(=O)Nc2ccc3ccccc3c2)cc1	i	54	1.1	49	4%	0.1%	14%	-0.2%	2%	-1%	-7%
CC1CCC2(CC1)NC(=O)N(CC(=O)Nc1sc3c(c1C(N)=O)CCC3)C2=O (centres undefined)	i	33	3.2	33	16%	-0.5%	-0.6%	0.4%	-10%	21%	-17%
Cc1nc2ccccc2n1CC(=O)NCCN1CCOCC1	i	33	-2.1	82	3%	0.8%	-1.5%	-0.3%	0%	21%	0%
FC(F)(F)c1cccc(NC(=S)NC2CCCC2)c1	i	41	2.9	68	6%	i	5.4%	-0.5%	-12%	8%	-4%
CC(=O)c1c(C)[nH]c(C(=O)OCC(=O)Nc2ccc(Cl)c(S(=O)(=O)N(C)C)c2)c1C	i	20	3.2	58	1%	-0.2%	-1.3%	-1.2%	-5%	7%	-4%
CC(C)c1nc2sc3c(NCc4ccco4)ncnc3c2c2c1COC(C)(C)C2	i	41	3.0	27	11%	0.1%	-1.7%	1.6%	4%	.	-5%
CC(=O)Nc1cccc(C(=O)Oc2cccc(C)c2)c1O	i	30	-2.0	50	8%	2.2%	0.9%	0.6%	6%	11%	2%
CCCCn1c(SCc2nnc(-c3ccccc3)o2)nc2c1c(=O)n(C)c(=O)n2C	i	7	6.5	87	2%	1.4%	-0.5%	-1.0%	2%	7%	-3%
CCN(CC)S(=O)(=O)c1ccc(N2CCCC2)c(C(=O)Nc2ccc(OC)c(Cl)c2)c1	i	3	0.1	56	7%	0.2%	3.3%	-1.0%	-21%	9%	3%
CCOc1ccc2[nH]cc(C(=O)NCCCN3CCOCC3)c(=O)c2c1	i	0	0.6	47	10%	0.1%	-2.0%	1.0%	-3%	22%	-8%
O=C(NNc1ncnc2c1cnn2-c1ccccc1)c1cccs1	i	34	0.6	50	12%	0.4%	0.4%	0.0%	11%	25%	-8%
Cc1onc(-c2ccccc2)c1C(=O)N1CCN(Cc2ccc3c(c2)OCO3)CC1	i	59	1.0	87	2%	0.3%	-0.3%	-0.5%	5%	3%	-7%
Cc1ccc(S(=O)(=O)N2CCCCC2)cc1C(=O)NC1CCCCC1	i	43	-1.0	43	0%	0.2%	0.6%	-0.1%	5%	-9%	-6%
Cc1ccc(CC2CC(=O)N(c3nc4ccccc4n3C)C2=O)cc1 (centres undefined)	i	38	-0.4	60	0%	1.2%	2.3%	0.6%	-4%	7%	-11%

Screens: PubChem BioAssay, several laboratories
